FEN1 inh = qHTS Assay for the Inhibitors of Human Flap endonuclease 1 (FEN1); AID 588795, 2011; Potency, µM (doses to about 114 µM), inactives show at the highest dose activity change, negative = inhibition, actives largely listed as inhibitors; P39748; actives 0.35% (n = 390,000); Recombinant FEN1 flap cleavage, fluorescence, 15 min; note: nearly all actives have a fitted effect of over 65% in size
Target sequence (P39748 whole entry, looked up): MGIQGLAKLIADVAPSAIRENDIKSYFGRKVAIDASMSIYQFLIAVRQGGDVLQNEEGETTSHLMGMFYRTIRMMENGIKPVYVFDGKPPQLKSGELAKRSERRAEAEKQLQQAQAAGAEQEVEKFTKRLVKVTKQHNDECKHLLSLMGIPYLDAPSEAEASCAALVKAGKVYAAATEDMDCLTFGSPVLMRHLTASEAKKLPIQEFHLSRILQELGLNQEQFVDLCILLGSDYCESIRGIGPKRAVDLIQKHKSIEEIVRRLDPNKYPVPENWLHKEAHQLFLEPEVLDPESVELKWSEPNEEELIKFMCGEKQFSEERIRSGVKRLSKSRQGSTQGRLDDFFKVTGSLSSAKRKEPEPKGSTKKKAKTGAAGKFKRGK
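With each library titrated from low to high concentration, compounds met 10 nM FEN1 for 15 min at room temperature before 50 nM substrate was added; readings at 0 and 15 min fed four-parameter Hill curve fits.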
N370S GC mod = qHTS Assay for Inhibitors and Activators of N370S glucocerebrosidase as a Potential Chaperone Treatment of Gaucher Disease; Lysosomal acid glucosylceramidase (Homo sapiens), P04062; N370S GC spleen homogenate, 4MU-glucoside fluorescence; Potency, µM (series often up to 59.4 µM), for the others: at the top dose activity change, negative = inhibition, actives largely listed as inhibitors; actives 0.092% (n = 330,000); AID 2101, 2009;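 note: 0% = full enzyme activity and -100% = no enzyme basal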
KAT2A inh = qHTS Assay for Inhibitors of GCN5L2 | Histone acetyltransferase KAT2A (Homo sapiens), Q92830 | GCN5L2 HAT assay, ThioGlo1 CoA-SH fluorescence | Potency, µM (top dose mostly 58.9 µM), inactives show at the top dose activity change, negative = inhibition, actives largely listed as inhibitors | actives 0.21% (n = 390,000)
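Preincubate 20nM GCN5L2 with compound 15 min, RT → add 50uM ThioGlo1 + 75uM H3(1-25) + 70uM acetyl-CoA → read fluorescence 0 and 20 min. Primary qHTS; fluorescent artifacts likely.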
Starred values were filed as active, the others as inactive; u = inconclusive; x = no result given; & = joins results of further samples. Calls come from the whole dose curve; as a rule, active = well fitted curve in the direction sought with a large enough effect; inconclusive = small, poorly fitted or top-dose-only effect, or another doubt; inactive = no such curve, though single readings can be large; an effect the other way counts as inactive or inconclusive. Unless noted, % is set by controls: 0 for no effect and ±100 for the full control effect; potency is the fitted concentration of half-maximal effect.

FEN1 inh | N370S GC mod | KAT2A inh | canonical_smiles
11% | 9% | -5% | Cc1oc(/N=C/c2ccc(O)cc2O)c(C#N)c1C
-27% | x | -2% | Cc1cccc(C(=O)Nc2ccc(C(=O)OCc3cc(=O)n4c(C)csc4n3)cc2)c1
6% | -5% | u | Cc1ccc(C(=O)/C=C/c2ccc3ncccc3c2)cc1
6% | -5% | 1% | COC(=O)c1ccc(CSc2nncn2N)cc1
-19% | -23% | -1% | Nc1c(Cl)cc(-c2csc(N3CCCC3c3nc4cc(Cl)c(Cl)cc4n3CCOCCO)n2)cc1Cl (stereo not drawn)
4% | -2% | 1% | O=C(O)c1ccc(S(=O)(=O)c2ccc3c(c2)C(=O)N(c2ccc(Br)cc2)C3=O)cc1
-6% | u | 3% | CO[C@H]1C=CO[C@@]2(C)Oc3c(C)c(O)c4c(O)c(c(C=NN5CCN(C)CC5)c(O)c4c3C2=O)NC(=O)C(C)=CC=C[C@H](C)[C@H](O)[C@@H](C)[C@@H](O)[C@@H](C)[C@H](OC(C)=O)[C@@H]1C
2% | -4% | 15% | Cc1cc(=O)[nH]c(N/N=C/c2c(F)c(F)c(F)c(F)c2F)n1
-6% | 2% | -14% | COc1ccccc1N1C(N)=NC(N)=NC12CCCCC2
-5% | 0% | -16% | Cc1nc2ccccc2c(=O)n1/N=C/c1cccs1
7% | 19% | 1% | Cc1sc2ncn(CC(=O)NCc3ccco3)c(=O)c2c1-c1ccc(F)cc1
-4% | -15% | -8% | CCCCN(CCCC)CCCNC(=O)C12CN(Cc3ccccc3)CC1C(c1cccc([N+](=O)[O-])c1)=NO2 (stereo not drawn)
-6% | -10% | -11% | N/C(=N\OC(=O)Cc1ccccc1)c1cccc(Br)c1
-10% | -2% | -4% | CCOC(=O)C1C(=O)NC(N2CCOCC2)=NC1c1ccco1 (stereo not drawn)
-2% | -7% | -2% | COc1ccc(C(=O)N/N=C(\C)CC(=O)Nc2ccc(Cl)cn2)cc1

Later entries.
FEN1 inh | N370S GC mod | KAT2A inh | canonical_smiles
-6% | x | -4% | Cc1ccc(S(=O)(=O)NCCC(=O)NCC(c2cccs2)N(C)C)cc1C (stereo not drawn)
-16% | x | -3% | Cc1ccc(CNC(=O)CCCCCn2c(=O)c3sccc3n(CC(=O)Nc3c(C)cc(C)cc3C)c2=O)cc1
-2% | -13% | -10% | CCOC(=O)Nc1ccc2c(c1)N(C(=O)CCN1CCN(CCO)CC1)c1ccccc1CC2
3% | x | -1% | COc1ccc(C(=O)Oc2c(Sc3ccccc3)c(C)nn2-c2ccccc2)cc1OC
5% | x | 0% | O=C(Nc1nccs1)c1nc[nH]c1C(=O)N1CCN(c2ccccc2)CC1
3% | x | 0% | CCOc1ccc(OCC(=O)Nc2nnc3n2CCS3)cc1
-26% | x | 1% | CCc1ccc(NC(=O)CN(c2ccc(C)cc2)S(=O)(=O)c2cccs2)cc1
5% | -3% | 0% | Cc1ccc(C)c(N(C(=O)CNC(=O)c2ccco2)C(C(=O)NC2CCCCC2)c2cccnc2)c1 (stereo not drawn)
8% | 14% | -1% | N#CC1=C(N)N(c2ccccc2C#N)C2=C(C(=O)CCC2)C1c1ccsc1 (stereo not drawn)
-3% | 14% | -11% | Cc1nc(-c2ccc(C(=O)Nc3cccc(Br)c3)cc2)cs1
-10% | x | -16% | Cc1cccc(OCCCCn2c(C3CC(=O)N(c4ccc(C)cc4C)C3)nc3ccccc32)c1 (stereo not drawn)
-5% | 2% | -3% | O=C(OCC(=O)N1CCCc2ccccc21)c1cc(Br)ccc1O
-13% | -2% | -2% | O=C(CS(=O)CC(=O)N(CC(=O)NC1CCCC1)c1ccc2c(c1)OCCO2)Nc1ccc(F)cc1 (stereo not drawn)
-5% | -2% | -1% | O=C(CCN1CCOCC1)NNC(=O)/C(=C/c1ccccc1)NC(=O)c1ccccc1
12%&-7% | 3% | -8%&-1% | CCc1nc2ccc(C(=O)N3CCN(c4ccccc4)CC3)cc2nc1CC

A few values from above.
Result of `CCOc1ccc(OCC(=O)Nc2nnc3n2CCS3)cc1` in FEN1 inh: 3%
Result of `O=C(CS(=O)CC(=O)N(CC(=O)NC1CCCC1)c1ccc2c(c1)OCCO2)Nc1ccc(F)cc1` (stereo not drawn) in KAT2A inh: -2%
Result of `Cc1ccc(CNC(=O)CCCCCn2c(=O)c3sccc3n(CC(=O)Nc3c(C)cc(C)cc3C)c2=O)cc1` in KAT2A inh: -3%

Single records (already shown). Values in the order: FEN1 inh	N370S GC mod	KAT2A inh
Cc1nc2ccccc2c(=O)n1/N=C/c1cccs1 in the list: -5%	0%	-16%
CCCCN(CCCC)CCCNC(=O)C12CN(Cc3ccccc3)CC1C(c1cccc([N+](=O)[O-])c1)=NO2 (stereo not drawn) in the list: -4%	-15%	-8%

(next part)
FEN1 inh | N370S GC mod | KAT2A inh | canonical_smiles
-1% | u | -2% | COc1cccc(CNS(=O)(=O)c2cn(C)cn2)c1
-5% | -1% | -3% | O=C(/C=C/c1ccccc1)Nc1cc(S(=O)(=O)N2CCOCC2)ccc1N1CCOCC1
14% | x | -14% | O=C(c1ccc(F)cc1)N1CCC(c2nc3ccccc3s2)CC1
-7% | 2% | -1% | COc1cccc(NC(=O)N2CCC(NC(=O)c3ccco3)CC2)c1
4% | 1% | -2% | CC(=O)N/C(=C\c1ccccc1Cl)C(=O)O
-4% | u | -14% | Cc1nc2c(C)cccn2c(=O)c1NC(=O)c1cccs1
19% | x | 27% | Cc1cccc(-c2noc(-c3cc(-c4ccc(F)cc4)n[nH]3)n2)c1
u | u | 24% | Cc1ccc(/C=N/Nc2ccnc3cc(Cl)ccc23)c(C)c1
7% | x | 1% | COc1cccc(CNC(=O)c2cccn2-c2nnc(N3CCCC3)s2)c1
0% | x | 2% | Cc1oc2ccc(O)c(CN3CCCC3)c2c1C(=O)Nc1ccccc1
0% | 1% | -10% | Cc1cccc(NC(=O)CCCc2ccccc2)c1C
0% | -1% | 0% | CC1CN(C(=O)c2ccc(NS(=O)(=O)c3ccc(F)cc3)cc2)CC(C)O1 (stereo not drawn)
8%&-9% | -1%&10% | -7% | Cc1ccc(CNC(=O)C2(C(F)(F)F)C/C(=C\Cc3ccccc3)CCCO2)o1 (stereo not drawn)
-4% | -4% | -7% | O=C(Nc1nccs1)c1cncc(Br)c1
-4% | x | -2% | COC(=O)c1c(SCC(=O)Nc2cccc(C(F)(F)F)c2)[nH]c2ccccc2c1=O

Reformatted with values under each structure: entries from further up.
Under each structure – FEN1 inh, N370S GC mod, KAT2A inh
O=C(CCN1CCOCC1)NNC(=O)/C(=C/c1ccccc1)NC(=O)c1ccccc1
→ -5%, -2%, -1%
CCc1nc2ccc(C(=O)N3CCN(c4ccccc4)CC3)cc2nc1CC
→ 12%&-7%, 3%, -8%&-1%
COc1cccc(CNS(=O)(=O)c2cn(C)cn2)c1
→ -1%, u, -2%
O=C(/C=C/c1ccccc1)Nc1cc(S(=O)(=O)N2CCOCC2)ccc1N1CCOCC1
→ -5%, -1%, -3%
O=C(c1ccc(F)cc1)N1CCC(c2nc3ccccc3s2)CC1
→ 14%, x, -14%
COc1cccc(NC(=O)N2CCC(NC(=O)c3ccco3)CC2)c1
→ -7%, 2%, -1%
CC(=O)N/C(=C\c1ccccc1Cl)C(=O)O
→ 4%, 1%, -2%
Cc1nc2c(C)cccn2c(=O)c1NC(=O)c1cccs1
→ -4%, u, -14%
Cc1cccc(-c2noc(-c3cc(-c4ccc(F)cc4)n[nH]3)n2)c1
→ 19%, x, 27%
Cc1ccc(/C=N/Nc2ccnc3cc(Cl)ccc23)c(C)c1
→ u, u, 24%
COc1cccc(CNC(=O)c2cccn2-c2nnc(N3CCCC3)s2)c1
→ 7%, x, 1%
Cc1oc2ccc(O)c(CN3CCCC3)c2c1C(=O)Nc1ccccc1
→ 0%, x, 2%
Cc1cccc(NC(=O)CCCc2ccccc2)c1C
→ 0%, 1%, -10%
CC1CN(C(=O)c2ccc(NS(=O)(=O)c3ccc(F)cc3)cc2)CC(C)O1 (stereo not drawn)
→ 0%, -1%, 0%
Cc1ccc(CNC(=O)C2(C(F)(F)F)C/C(=C\Cc3ccccc3)CCCO2)o1 (stereo not drawn)
→ 8%&-9%, -1%&10%, -7%

Following part:
FEN1 inh | N370S GC mod | KAT2A inh | canonical_smiles
1% | u | u | COC(=O)c1nc2nc(-c3cccs3)cc(C(F)(F)F)n2n1
7% | -3% | 1% | COC(=O)c1ccc(/C=C(\C#N)c2ccccn2)cc1
x | 6%&11% | 4% | CCCCCCCCC#CCC#CCC#CCCCC(=O)O
-7% | -1% | -4% | O=C(Nc1ccccc1N1CCOCC1)c1ccco1
-1% | 6% | 3% | CC(C)Oc1ccc(C(=O)NCc2ccco2)cc1
9% | 11% | -1% | COc1ccc(C2C(=O)N(C3CCCCC3)CC(=O)N2Cc2ccc3c(c2)OCO3)cc1 (stereo not drawn)
-2% | -15% | 1% | CC1N(O)C(c2ccc(Cl)cc2Cl)N(O)C1(C)C (stereo not drawn)
-5% | 3% | -5% | COc1cccc(-n2c(CN3CCN(c4cccc(C)c4)C(C)C3)nc3ccc([N+](=O)[O-])cc3c2=O)c1 (stereo not drawn)
-13% | 7% | -2% | O=S(=O)(Nc1ncccn1)c1ccc(NS(=O)(=O)c2cc(Cl)ccc2Cl)cc1
-2% | -1% | 4% | Cc1cc(OC(=O)c2ccc(S(=O)(=O)N(C)C)cc2)cc(=O)o1
1% | u | -7% | CC1(C)CC(=O)C/C(=N/NC(=O)CCCOc2ccc(Cl)cc2Cl)C1
26% | 7% | -13% | C[n+]1ccn(CC(=O)c2cc(C(C)(C)C)c(O)c(C(C)(C)C)c2)c1
2% | 1% | -10% | CCCNS(=O)(=O)c1cccc(C(=O)OCc2cc(=O)oc3cc(OC)ccc23)c1
2% | x | 2% | COc1cccc(NC(=O)Cn2c(=O)n(CCCCC(=O)NCc3ccc4c(c3)OCO4)c(=O)c3ccccc32)c1
-2% | -6% | 0% | CC(=O)NC(Cc1ccccc1F)C(=O)NC1CCN(C(=O)Nc2ccc(C)cc2)CC1 (stereo not drawn)

The list goes on:
FEN1 inh | N370S GC mod | KAT2A inh | canonical_smiles
-3% | 2% | 3% | COCCN(CCOC)S(=O)(=O)c1ccc(C(=O)Nc2sc3c(c2C(N)=O)CCCCC3)cc1
0% | x | 4% | Cc1cccc(Nc2ncc(NC(=O)c3cccc(F)c3)c(Nc3cccc(C)c3)n2)c1
-4% | 3% | 2% | C=CCn1c(SCCOc2ccc(OC)cc2)nnc1C(C)NC(=O)c1ccc(OC)cc1 (stereo not drawn)
5% | -5% | -1% | Cc1cc(NC(=O)CSc2nc3cc(Cl)ccc3o2)no1
-19% | 1% | 0% | O=C(c1ccco1)N1CCN(S(=O)(=O)c2ccc3c(c2)CCN3C(=O)C2CCC2)CC1
x | 8%&19%&-6%&7% | u | CC1(C)CCC(C)(C)c2cc(C(=O)Nc3ccc(C(=O)O)cc3)ccc21
-6% | -13% | -4% | O=S(=O)(NC1CCCC1)c1ccc(S(=O)(=O)NC2CCCC2)cc1
x | -2% | -13% | COCCn1c(=O)c(-c2ccc(OC)cc2)nc2cnc(OC)nc21
1% | u | 1% | O=C(N/N=C/c1ccncc1)c1ccccn1
-3% | 3% | -6% | Nn1c(SCC(=O)N2CCCc3ccccc32)nnc1-c1ccc(Cl)cc1
7% | -7% | -18% | Cc1nc(-c2cccs2)sc1C(=O)NN
2% | 8% | -1% | CCCNC(=S)N1CC2(C)CN(C(=O)C(=O)OC)CC(C)(C1)C2=O
-10% | -8% | -1% | COc1cc2c(cc1OC)/C(=C/C(=O)c1ccc([N+](=O)[O-])c(C)c1)NCC2
-1% | 22µM* | -5% | C=C(C)c1cccc(C(C)(C)NC(=O)Nc2cccnc2)c1
1% | 6% | -6% | O=C(Cc1ccccc1)NS(=O)(=O)c1ccc(N=NN2CCOCC2)cc1
0% | 0% | -4% | CCc1ccc(NC(=O)c2ccccc2Br)cc1

Compound activity (PubChem BioAssay)
